Tau fibril ThT: inhibitors of human tau fibril formation, thioflavin T binding. P10636. recombinant tau K18 P301L (four-repeat tau fragment), heparin-induced fibrillization, ThT fluorescence. Potency, µM (highest dose often 57.4 µM), for the others: top-dose activity, negative = inhibition, usual class: inhibitors. 2.1% of 270,000 active. AID 1460; further: nearly all actives have a fitted effect of over 55% in size
Target sequence (P10636 561-689 P618L limits assumed): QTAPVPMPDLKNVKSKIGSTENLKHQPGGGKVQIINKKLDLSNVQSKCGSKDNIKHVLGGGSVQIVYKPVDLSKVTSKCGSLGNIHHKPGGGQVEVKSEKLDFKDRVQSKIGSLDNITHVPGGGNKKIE
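Aggregation was driven by heparin (20 uM final) acting on recombinant tau […] bearing P301L in 100 mM sodium acetate pH 7; fibrils were detected with Thioflavin T.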
TR SRC2 fluor cs: counter-screen for TRb-SRC2 inhibitors: fluorescence interference. Potency, µM (titrated, usually from 106 µM), inactives show at the highest dose fluorescence change, negative = quenching. AID 1479. TRb/SRC2 Texas Red total fluorescence interference. 0.29% of 280,000 active; active means well fitted curve in either direction with a large enough effect; inconclusive means small, poorly fitted or top-dose-only effect
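Human TRβ ligand-binding domain (0.6 uM) and Texas Red SRC2 peptide (20 nM) in Tris buffer with 1 uM T3 and 5% DMSO were incubated with pinned compound for 5 hr at ambient temperature. Total fluorescence was computed as S + 2P (555/632 nm).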
KDM4E inh: blocks human JMJD2E demethylase activity | Potency, µM (doses to about 57.1 µM), inactives show at the top dose activity change, negative = inhibition, hits mostly inhibitors | 1.6% of 230,000 active | JMJD2E catalytic domain, FDH-coupled NADH fluorescence (FDH is formaldehyde dehydrogenase) | AID 2147 | B2RXH2; active means well fitted inhibition curve with a large enough effect, not every such curve was filed as active; inconclusive means small, poorly fitted or top-dose-only effect, or another doubt; inactive means no such curve, though single readings can be large or run the other way;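 further: 0% = wells with enzyme and -100% = buffer wells without enzyme; nearly all actives have a fitted effect of over 50% in size; many of its hits are not listed in these tables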
Target sequence (B2RXH2 1-337 limits assumed): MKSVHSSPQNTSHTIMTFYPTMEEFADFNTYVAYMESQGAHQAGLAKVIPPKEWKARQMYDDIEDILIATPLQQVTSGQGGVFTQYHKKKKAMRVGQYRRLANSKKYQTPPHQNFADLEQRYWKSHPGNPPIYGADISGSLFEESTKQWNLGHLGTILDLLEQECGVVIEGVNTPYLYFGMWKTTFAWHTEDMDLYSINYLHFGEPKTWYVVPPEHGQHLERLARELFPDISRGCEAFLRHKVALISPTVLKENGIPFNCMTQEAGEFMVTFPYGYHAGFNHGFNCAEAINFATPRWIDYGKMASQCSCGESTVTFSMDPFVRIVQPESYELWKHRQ
RECQ1 helicase: inhibitors of human RECQ1 DNA helicase | RECQ1 DNA unwinding, red fluorescence kinetic read | Potency, µM (highest dose often 57.3 µM), inactives show top-dose activity, negative = inhibition, most hits filed as inhibitors | P46063 | 0.54% of 240,000 active;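 further: plate controls were vehicle for no effect and no enzyme for full effect; nearly all actives have a fitted effect of over 30% in size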
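50 nM RECQ1T1 preincubated 15 min with compound in Tris pH 8.0 buffer with MgCl2, DTT, Tween-20 and 2.5 ug/ml poly(dI-dC); started with 200 nM TAMRA/BHQ-2 forked duplex and 2 mM ATP. Unwinding read as fluorescence (525/598 nm), two reads 2 h apart.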
TRb-SRC2 inh: TRbeta-SRC2 interaction inhibition | P10828 | TRbeta-SRC2 peptide binding, fluorescence polarization; receptor liganded with 1 µM T3 | Potency, µM (top dose mostly 106 µM), inactives show top-dose activity change, negative = inhibition, hits mostly inhibitors | 0.065% of 280,000 active;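 further: plate controls were bound peptide for no effect and peptide without receptor for full effect; nearly all actives have a fitted effect of over 50% in size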
Target sequence (P10828 whole entry, looked up): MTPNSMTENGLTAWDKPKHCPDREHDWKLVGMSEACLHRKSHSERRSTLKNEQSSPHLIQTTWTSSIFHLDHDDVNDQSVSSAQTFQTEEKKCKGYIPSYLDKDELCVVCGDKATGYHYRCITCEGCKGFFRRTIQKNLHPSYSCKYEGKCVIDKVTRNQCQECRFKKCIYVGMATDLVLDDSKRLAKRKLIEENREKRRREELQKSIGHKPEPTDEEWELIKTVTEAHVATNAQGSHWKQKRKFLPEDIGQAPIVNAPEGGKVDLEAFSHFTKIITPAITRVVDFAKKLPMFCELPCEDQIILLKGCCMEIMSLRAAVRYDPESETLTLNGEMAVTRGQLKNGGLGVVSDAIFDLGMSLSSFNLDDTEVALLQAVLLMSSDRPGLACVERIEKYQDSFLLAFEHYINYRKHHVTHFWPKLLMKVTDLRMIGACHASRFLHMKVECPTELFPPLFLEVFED
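TRb LBD 0.6 uM + Texas Red SRC2 peptide 20 nM, 1 uM T3, Tris buffer w/ 5% DMSO; compound pinned, 5 h RT; FP read ex 555/em 632; normalized to unbound and bound controls.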
GoLoco inh red: RGS12 GoLoco-Gai1 interaction inhibition; P63096; Gai1:RGS12 GoLoco peptide FP, rhodamine, 10 min; Potency, µM (titrated, usually from 61.6 µM), inactives show top-dose activity, negative = inhibition, most hits filed as inhibitors; 0.44% of 230,000 active; AID 880; active means well fitted inhibition curve with a large enough effect, not every such curve was filed as active; inactive means no such curve, though single readings can be large or run the other way; further: nearly all actives have a fitted effect of over 30% in size; many of its hits are not listed in these tables
Tau fibril FP: blocks human tau fibril formation measured by polarization | P10636 | K18 P301L tau heparin fibrillization, Alexa594 FP, 6 h | Potency, µM (series often up to 57.7 µM), for the others: top-dose activity, negative = inhibition, hits mostly inhibitors | 0.39% of 280,000 active; further: nearly all actives have a fitted effect of over 55% in size
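Quantitative HTS format: compounds meet 15 uM recombinant K18 P301L tau and Alexa 594-tau tracer in 100 mM sodium acetate pH 7; 20 uM heparin triggers fibrillization at 37 C over 6 hr; FP gives the signal.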
L3MBTL1 block: L3MBTL1 (human) inhibition | AlphaScreen L3MBTL1–H3K9me1 peptide binding | Q9Y468 | Potency, µM (highest dose often 57.1 µM), for inactives: at the top dose activity, negative = inhibition, usual class: inhibitors | AID 485360 | 0.66% of 230,000 active; further: nearly all actives have a fitted effect of over 60% in size
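AlphaScreen proximity signal between nickel-chelate acceptor and streptavidin donor beads (final 10 ug/mL) reports binding of 50 nM L3MBTL1 to 75 nM biotin-H3 K9me1 peptide; complex incubated with compounds 30 min at room temperature; cefsulodin titration as control.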
The depositor's hits bear a star; i = inactive; ? = inconclusive; nt = no result given; & = joins results of further samples; [ ] = dose if it differs, or a comment. Unless noted, the call rests on the fitted dose curve; in most records, active means well fitted curve in the direction sought with a large enough effect; inconclusive means small, poorly fitted or top-dose-only effect, or another doubt; inactive means no such curve, though single readings can be large; an effect the other way counts as inactive or inconclusive. Unless noted, on the % scale 0 is the no-effect control and ±100 the full control effect; potency means the concentration at half of the fitted maximal effect.

SMILES	Tau fibril ThT	TR SRC2 fluor cs	KDM4E inh	RECQ1 helicase	TRb-SRC2 inh	GoLoco inh red	Tau fibril FP	L3MBTL1 block
COc1ccc(C2C(C#N)=C3NC(=O)c4c(sc5c4CCCCC5)N3C3=C2C(=O)CC(C)(C)C3)cc1 (centres undefined)	-11.9%	3.2%	-24.7%	-2.8%	1.7%	7.2%	1.5%	-10.4%
Cc1c(C(=O)N/N=C/c2ccc(Cl)cc2)[nH]c2ccc(Cl)cc12	?	?	-1.6%	-7.0%	-3.6%	6.9%	-13.0%	-7.0%
COc1cc(-c2nnc(COC(=O)c3cc(C)nc4ccc(C)cc34)o2)cc(OC)c1OC	?	2.1%	?	i	-4.4%	19.9%	10.1%	nt
COC(=O)N/N=C/c1ccc(-c2ccc(Cl)cc2Cl)o1	?	-1.4%	-8.9%	17.0%	1.1%	2.5%	-1.3%	9.2%
COc1ccc(N2CCN(C(=O)Cn3cncn3)CC2)cc1	0.1%	-3.8%	4.1%	5.6%	0.7%	3.6%	3.0%	19.9%
N/C(=N/OCC(=O)Nc1cccc2ccccc12)c1nonc1N	-8.7%	4.1%	-6.8%	i	-17.2%	11.0%	10.4%	-2.7%
COc1ccc(Oc2ccccc2C=O)cc1	1.7%	-4.9%	8.9%	-9.1%	4.9%	-0.1%	-2.9%	7.8%
COc1ccccc1C1CC(=O)Oc2cc(C)c(Cl)c(C)c21 (centres undefined)	?	-3.9%	nt	-17.9%[81.1 µM]	-5.0%	94.4%[activator][88.7 µM]	-2.8%[81.3 µM]	-4.9%
CCN(CC)C(=O)CSC1=N/C(=C/c2ccco2)C(=O)N1c1ccc(OC)c(Cl)c1	?	2.0%	-4.2%	-13.6%	1.4%	25.4%	-3.1%	-7.0%
O=C(NCCCN1CCN(c2ccccc2F)CC1)Nc1ccccc1[N+](=O)[O-]	-6.6%	0.8%	6.1%	-4.4%	2.4%	1.9%	8.1%	nt
COc1ccc(/C=C(/NC(=O)/C=C/c2ccccc2)C(=O)NCCCCCC(=O)O)cc1	3.7%	-0.4%	-10.3%	i	2.4%	11.5%	-8.8%	6.3%
CCOC(=O)c1ccc(NC(=O)c2cnccn2)cc1	-5.4%	-5.9%	0.0%	i	-3.1%	5.8%	6.3%	2.9%
O=C(NC1CCS(=O)(=O)C1)/C(=C\c1ccc(F)cc1)NC(=O)c1ccccc1 (centres undefined)	9.1%	-0.5%	3.2%	-0.3%	1.1%	7.2%	3.8%	32.7%[activator]
C/C(=N\NC(=O)CNC(=O)C(c1ccccc1)c1ccccc1)c1ccccc1	-1.7%	3.2%	8.4%	-7.9%	0.3%	4.2%	-3.7%	-3.3%
Cn1nnnc1SCc1nc2ccccc2[nH]1	-9.0%	-4.6%	3.2%	i	-6.2%	-2.2%	-13.4%	-3.3%
CC(=O)Nc1ccc(S(=O)(=O)N(C)c2ccc(OCC(=O)OCC(=O)Nc3ccc(OC(F)F)cc3)cc2)cc1	6.8%	0.2%	2.4%	i	9.9%	12.7%	-19.0%	nt
CCCCCC(=O)NC(Cc1ccc(OC)c([N+](=O)[O-])c1)C(=O)O (centres undefined)	0.1%	-1.1%	-0.3%	i	-3.8%	1.6%	-8.8%	nt
COC(=O)C1CC(c2ccc(Cl)cc2)=NO1 (centres undefined)	-5.4%	-5.2%	3.9%	-0.4%	-7.3%	8.6%	-10.0%	-5.9%
Cc1ccc(CCNC(=O)c2cc(C)nc3c2c(C)nn3-c2ccc(C)cc2)cc1	-5.6%	1.9%	nt	nt	9.9%	nt	-7.3%	nt
CCC1(c2ccccc2)NC(=O)N(Cc2ccc(C(=O)OC)cc2)C1=O (centres undefined)	1.4%	-16.2%	0.1%	-3.6%	2.1%	1.9%	12.1%	7.6%
COc1cccc(CNC(=O)C2CCN(c3nnc(-n4c(C)ccc4C)s3)CC2)c1	?	-1.1%	nt	nt	10.4%	nt	?	nt
O=C(Nc1nc2cc3c(cc2s1)OCCO3)c1cccc(S(=O)(=O)N2CCOCC2)c1	-8.3%	-3.1%	304.9%[activator]	i	-0.6%	-7.1%	?	7.5%
COC(=O)c1cccc(NC(=O)c2nsc3ccccc23)c1	-17.0%	-1.4%	nt	nt	7.7%	nt	-22.8%	nt
CN(C)c1ccnc(Oc2ccc(Cl)cc2)c1C#N	0.8%	-2.0%	-0.1%	7.6%	4.3%	-3.6%	-6.6%	-2.1%
CCOc1ccc(NC(=O)C2C3CC/C=C\CCC32)cc1 (centres undefined)	nt	-1.6%	7.3%	-8.7%	3.0%	0.7%	1.3%	nt
(next part)
SMILES	Tau fibril ThT	TR SRC2 fluor cs	KDM4E inh	RECQ1 helicase	TRb-SRC2 inh	GoLoco inh red	Tau fibril FP	L3MBTL1 block
Cc1cc(C)cc(Oc2ccccc2/C=N\O)c1	-10.5%	-8.2%	-7.9%	-10.7%	-5.0%	8.5%	?	1.8%
COc1ccccc1N1CCN(C(=O)COc2ccc(C)cc2Br)CC1	-16.5%	-2.2%	-14.6%	-6.9%	2.5%	-12.3%	7.0%	-3.3%
CC(=O)c1c(C)oc2ccc(N(C(=O)c3ccncc3)S(=O)(=O)c3ccccc3)cc12	?	-2.0%	?	13.8%	2.6%	8.2%	-1.0%	4.0%
C=CCNC(=O)C(=O)N/N=C/c1ccco1	10.2%	-4.3%	-1.4%	-2.2%	-0.9%	-0.1%	10.1%	10.2%
O=C1c2ccc3c4c(ccc(c24)C(=O)N1c1ccc(O)cc1)C(=O)N(c1ccc(O)cc1)C3=O	-7.3%	-3.6%	-4.6%	-0.1%	0.4%	9.5%	-3.7%	17.6%
O=C(CN1CCN(C(=O)c2ccco2)CC1)Nc1cccc([N+](=O)[O-])c1	-1.5%	0.2%	-2.8%	11.0%	-5.7%	3.5%	16.4%	6.3%
COC1C[C@@H](O[C@@H]2C(C)C(=O)OC(C)C(C)[C@H](OC(C)=O)C(C)C(=O)[C@@]3(CO3)CC(C)C(OC3OC(C)CC(N(C)C)[C@H]3OC(C)=O)C2C)OC(C)[C@@H]1OC(C)=O (some centres undefined)	-5.2%	-1.2%	-2.9%	-9.0%	8.2%	1.4%	-0.6%	nt
O=C(Nc1cccc(C(F)(F)F)c1)OCCN1CCN(Cc2ccccc2)CCC1=O	-0.6%[81.4 µM]	1.0%&-3.8%	-2.7%	-2.2%[81.1 µM]	1.3%&-2.3%	21.3%&-7.7%	?	-2.0%
CCS(=O)(=O)N1CCC(C(=O)NCc2ccc(OC)cc2)CC1	-6.0%	1.6%	0.2%	-0.7%	2.1%	8.2%	-11.3%	nt
CCOC(=O)c1ccc(NC(=O)C(CC)Sc2nc3ncccc3o2)cc1 (centres undefined)	5.4%	-4.6%	nt	nt	1.5%	nt	-5.2%	nt
CCOCCCNC(=O)C(NC(=O)Cc1cccs1)c1ccc(OC)cc1 (centres undefined)	5.1%	1.5%	-5.9%	-0.3%	0.6%	10.5%	1.5%	19.4%
CC(Cc1cccs1)NC(=O)Nc1ccc(Cl)c(Cl)c1 (centres undefined)	-3.5%	0.2%	4.3%	-13.4%	13.1%	7.7%	25.1µM*	nt
COc1ccc([N+](=O)[O-])cc1N(CC(O)CN(C)C)S(=O)(=O)c1ccccc1 (centres undefined)	0.6%	-1.3%	5.7%	-0.6%	-5.4%	-3.4%	0.4%	6.3%
Cc1ccc(S(=O)(=O)Nc2cc(NC(=O)CN3CCOCC3)ccc2Cl)cc1	-5.5%	0.2%	-17.9%	-0.3%	9.9%	42.4%[activator]	-5.1%	-4.9%
COc1ccc(CCNC(=O)C2CCN(c3nc4ccccc4nc3C(F)(F)F)CC2)c(OC)c1	4.2%	-2.6%	nt	nt	3.3%	nt	-8.0%	nt
Cn1cnc(S(=O)(=O)Nc2ccccc2C(=O)NCC2CC2)c1	nt	-0.3%	?	-0.3%	1.3%	1.5%	3.0%	nt
CCN(CC)c1ccc(-c2nnc(SCC(=O)Nc3ccccc3C#N)n2-c2ccccc2)cc1	-17.9%	-1.7%	?	-19.6%	1.7%	-3.4%	1.6%	-15.3%
Cc1ccc(C)c2c1cc(C)c1nnc(SCc3ccccn3)n12	-12.2%	-1.4%	-0.9%	2.6%	-2.4%	3.8%	9.2%	8.9%
Cc1cc(NC(=O)NC(=O)c2ccc(F)cc2F)n[nH]1	-4.3%	2.0%	0.6%	8.6%	3.3%	-6.9%	-4.2%	1.5%
Cc1ccc(CNC(=O)C2CCN(S(=O)(=O)c3ccc(F)cc3)CC2)cc1	-9.5%	-2.6%	nt	nt	-1.0%	nt	-4.8%	nt
COc1cccc(-n2c(CN3CCN(c4ccccn4)CC3)nc3ccc([N+](=O)[O-])cc3c2=O)c1	?	-2.7%	?	-10.1%	-9.9%	-2.3%	0.0%	nt
Cc1ccc(-c2n[nH]c(S(C)(=O)=O)c2C#N)cc1	-1.7%	2.0%	5.0%	i	7.5%	-0.6%	1.7%	3.6%
COc1ccc(Cl)cc1NC(=O)Cn1nnc(C(=O)NCc2cccs2)c1N	9.7%	-0.3%	nt	nt	2.3%	nt	-13.9%	nt
COc1ccc(Nc2nnc(-c3cc4cc(Cl)ccc4oc3=O)s2)cc1	?	4.8%	nt	nt	-6.6%	nt	2.6%	nt
C=CCN1C(=O)C2(c3ccccc31)C1CCCC=C1C(C#N)=C(N)C2(C#N)C#N (centres undefined)	?	0.0%	-12.6%	-3.1%	5.7%	9.4%	?	?
O=C(NC(CCl)c1ccccc1)c1ccc(Cl)cc1 (centres undefined)	1.0%	-3.8%	?	23.9%	4.5%	13.2%	8.0%	7.5%

Part of the list above in order of SMILES length, highest first.
SMILES	Tau fibril ThT	TR SRC2 fluor cs	KDM4E inh	RECQ1 helicase	TRb-SRC2 inh	GoLoco inh red	Tau fibril FP	L3MBTL1 block
COc1cccc(-n2c(CN3CCN(c4ccccn4)CC3)nc3ccc([N+](=O)[O-])cc3c2=O)c1	?	-2.7%	?	-10.1%	-9.9%	-2.3%	0.0%	nt
COc1ccc(Cl)cc1NC(=O)Cn1nnc(C(=O)NCc2cccs2)c1N	9.7%	-0.3%	nt	nt	2.3%	nt	-13.9%	nt
Cc1cc(C)cc(Oc2ccccc2/C=N\O)c1	-10.5%	-8.2%	-7.9%	-10.7%	-5.0%	8.5%	?	1.8%

This is a subset; count on the stated rates, not on these rows.
